Compound activity deposited in PubChem by MTDP.
RNase H inhibition: RNase H inhibition, HIV 1 Gag Pol polyprotein, FRET biochemical assay, screening (AID 372). one-dose inhibition, % at 10 µM; IC50 in µM for titrated hits. HIV-1 RT RNase H, FRET RNA/DNA substrate fluorescence; higher % means a stronger effect. 0.77% of 100,000 active; in the data active = inhibition above about 50%
Numbers without * were called inactive.

entry	mol	RNase H inhibition
1	Cc1cc(Br)cc(C)c1NC(=S)NC(=O)/C=C/c1ccccc1	43.0%
2	O=[N+]([O-])c1ccc(-c2ccc(N=Cc3c(O)ccc4ccccc34)cc2)cc1	6.0%
3	Cc1cccc(NC(=O)/C(C#N)=C/c2cc(C)n(-c3ccc(-c4ccccc4)cc3)c2C)c1	21.0%
4	Cc1cc(C)cc(NC(=O)/C=C/c2ccccc2Cl)c1	20.0%
5	O=C1c2[nH]nc(-c3ccccc3)c2C(c2cccc(F)c2)N1c1ccccc1 (stereo unspecified)	14.0%
6	CC1=C(C(=O)OC2CCCC2)C(c2ccncc2)C2=C(CC(c3ccccc3)CC2=O)N1 (stereo unspecified)	6.0%
7	Cc1ccc(/C=C2\SC(=S)N(CCC(=O)NNC(=O)c3ccccc3O)C2=O)cc1	9.0%
8	CSc1ccccc1N1C(=O)C=CC1=O	4.0%
9	Cc1cc(F)ccc1NCc1cc2c(cc1[N+](=O)[O-])OCO2	4.0%
10	Brc1cccc(-c2nnc(-c3ccccc3)o2)c1	13.0%
11	CNC(=S)N(Cc1ccc(OC)cc1)C1CC(=O)N(c2ccc(C(=O)OC)cc2)C1=O (stereo unspecified)	17.0%
12	CC1(C)CC(=O)C=C(NNC(=O)c2ccc(Cl)cc2)C1	5.0%
13	CCOC(=O)c1ccc(NC(=O)c2ccc(-c3ccccc3[N+](=O)[O-])o2)cc1	12.0%
14	COC(=O)c1ccccc1N/C=C/C(=O)c1ccc(Br)cc1	6.0%
15	O=C(Nc1cccnc1)c1sc2cc(F)ccc2c1Cl	19.0%
16	N=c1sc(Cc2cccc(Cl)c2)cn1CC(=O)c1ccc(F)cc1	11.0%
17	CCOC(=O)c1c(-c2ccc(C3CCCCC3)cc2)csc1N	9.0%
18	Cc1cc(N2CCOCC2)c2c(N)ccc(C)c2n1	7.0%
19	Oc1ccc(/C=N/Nc2ccc(C(F)(F)F)cn2)cc1	5.0%
20	COc1cc(NC(=O)c2cc(I)cc(I)c2I)c(OC)cc1NC(C)=O	11.0%
21	COc1ccc(CNC(=O)CN(Cc2ccccc2)S(=O)(=O)c2ccccc2)cc1	10.0%
22	OC(COCc1ccc2c(c1)OCO2)CN1CCN(c2ccccc2F)CC1 (stereo unspecified)	2.0%
23	O=[N+]([O-])c1cncc([N+](=O)[O-])c1NCc1cccnc1	11.0%
24	CC(C)c1ccc(N2C(=O)NC(=O)/C(=C/c3cccc(F)c3)C2=O)cc1	4.0%
25	COc1ccc(NC(=O)C(=O)NCc2ccco2)cc1Cl	3.0%

Gathered by group, the entries above with a furan ring, fused or not
entry	mol	RNase H inhibition
13	CCOC(=O)c1ccc(NC(=O)c2ccc(-c3ccccc3[N+](=O)[O-])o2)cc1	12.0%
25	COc1ccc(NC(=O)C(=O)NCc2ccco2)cc1Cl	3.0%

(list continues)
entry	mol	RNase H inhibition
26	COP(=O)(OC)C(Nc1cccc(C(F)(F)F)c1)c1ccc(Cl)cc1 (stereo unspecified)	2.0%
27	COc1ccc(C2/C(=C(\O)c3ccc(Cl)cc3)C(=O)C(=O)N2CCCCCC(=O)O)cc1OC (stereo unspecified)	5.0%
28	O=[N+]([O-])c1cc(/C=N/n2cnnc2)c(O)c2ccccc12	7.0%
29	CCOC(=O)C1=C(C)N=c2s/c(=C\c3ccc(OCc4ccc([N+](=O)[O-])cc4)c(OCC)c3)c(=O)n2C1c1ccc(OC)cc1 (stereo unspecified)	0.0%
30	COc1ccc(C2C(C#N)=C(N)N(c3ccc(Br)cc3)C3=C2C(=O)CCC3)cc1 (stereo unspecified)	11.0%
31	CC1=NN(c2cccc(C(=O)O)c2)C(=O)/C1=C\c1ccc(-c2ccc(C)cc2[N+](=O)[O-])o1	26.0%
32	O=C(NCCCn1ccnc1)c1ccc([N+](=O)[O-])cc1Cl	0.0%
33	C=C(C)Cn1c(-c2cccc(C)c2)n[nH]c1=S	0.0%
34	Fc1c(F)c(F)c(/C=N/Nc2cc(-c3ccccc3)nc(-c3ccccc3)n2)c(F)c1F	31.0%
35	CC(=O)Nc1ccc(N2C(=O)C3C4CC(=O)C(c5ccccc54)C3C2=O)cc1 (stereo unspecified)	5.0%
36	O=C1c2ccccc2C(=O)N1CCCCN(C(=O)Nc1ccc([N+](=O)[O-])cc1)c1ccc(Cl)cc1	10.0%
37	O=C(c1ccccc1F)N1CCN(c2cc(N3CCCC3)c(F)cc2[N+](=O)[O-])CC1	17.0%
38	Clc1ccc2c(c1)c1cc(Cl)ccc1n2COCc1ccccc1	22.0%
39	COc1ccc(NC(=O)/C(C#N)=C/c2cc(C)n(-c3ccc4ccccc4c3)c2C)cc1	6.0%
40	N#C/C(=C\c1cccc(Cl)c1)c1nc2ccccc2[nH]1	17.0%
41	CCOc1cc(C2C(C(=O)OC)=C(C)NC3=C2C(=O)CC(c2ccc(Cl)cc2)C3)cc(Br)c1O (stereo unspecified)	15.0%
42	CCc1cc(CC)c(Cc2c(CC)cc(CC)c(/C=N/NC(N)=O)c2CC)c(CC)c1/C=N/NC(N)=O	50.0%*
43	CC(C)C(=O)Nc1ccc2oc(-c3cc(I)ccc3Cl)nc2c1	9.0%
44	Cc1ccnc(NS(=O)(=O)c2ccc(NC(=O)c3c(-c4ccccc4)noc3C)cc2)n1	5.0%
45	COc1cccc(C2C(C#N)=C(N)Oc3cc(N)ccc32)c1 (stereo unspecified)	8.0%
46	O=c1[nH]c2ccc(Br)cc2c(-c2ccccc2)c1NS(=O)(=O)c1ccccc1	18.0%
47	O=C(O)CCC(=O)Nc1cc(NC(=O)CCC(=O)O)cc(C(=O)O)c1	9.0%
48	C/C(=N\NC(=O)c1cccc(Cl)c1)c1cccc(N)c1	11.0%
49	COc1cc(NC(=O)COc2ccc([N+](=O)[O-])cc2)ccc1NC(=O)c1cc2ccccc2o1	46.0%
50	O=C1c2ccccc2C(=O)c2c1cc(NC1CCCCC1)c1nsnc21	2.0%
51	COc1ccc(C(=O)COC(=O)c2ccc(NC(=O)c3ccc(Cl)cc3)cc2)cc1[N+](=O)[O-]	11.0%
52	CC(C)(C)c1ccc(-c2nc(=S)[nH][nH]2)cc1	5.0%
53	O=c1oc2c(Br)cc([N+](=O)[O-])cc2cc1-c1nc(-c2ccc(Cl)cc2)cs1	9.0%
54	CCOC(=O)c1ccc(N2NC(=O)/C(=C/c3cccc(OC)c3O)C2=O)cc1	25.0%
55	CCN(CC)C(=O)C12CC3CC(C1)CC(C(=O)N(CC)CC)(C3)C2	0.0%
56	C/C(=N/NC(=O)c1ccco1)c1ccc(O)cc1O	9.0%
57	CCOc1cc(/C=C(/C#N)C(=O)Nc2ccc(OC)cc2)cc(Br)c1O	13.0%
58	Cc1ccc(NC(=O)C2CC(=O)N(c3ccc(Br)cc3)C2)c(C)c1 (stereo unspecified)	20.0%
59	CCOC(=O)c1c(NC(=O)c2ccc(F)cc2)sc(C(C)=O)c1C	13.0%
60	O=C(/C=C/c1cccc([N+](=O)[O-])c1)Nc1cccc(NC(=O)c2ccccc2Cl)c1	13.0%
61	C=CCOC(=O)C1=C(C)NC2=C(C(=O)CCC2)C1c1ccccc1OC(C)C (stereo unspecified)	3.0%
62	COc1ccc(Br)cc1/C=C/C(=O)Nc1ccc(Cl)cc1	0.0%
63	COc1cc(C2Nc3ccc4ccccc4c3C3=C2C(=O)CC(C)(C)C3)ccc1OCCOC(C)=O (stereo unspecified)	11.0%
64	CC(=O)Nc1ccccc1NC(=O)COc1ccccc1C	2.0%
65	COc1ccccc1C1CC(c2c(-c3ccccc3)c3cc(Br)ccc3[nH]c2=O)=NO1 (stereo unspecified)	18.0%
66	O=C(Nc1nc2ccccc2s1)C1CCCCC1	8.0%
67	CCOc1ccccc1C=Nc1ccc(C)cc1O	0.0%
68	N#C/C(=C\c1ccc(C(=O)O)cc1)C(=O)NCC1CCCO1 (stereo unspecified)	0.0%
69	NC(=S)n1[nH]c(-c2ccccc2)c(N=Nc2ccc(O)cc2)c1=O	26.0%
70	O=C(CN1C(=O)c2ccc([N+](=O)[O-])cc2C1=O)NN1C(=O)c2ccccc2C1=O	7.0%
71	COc1cc(/C=c2/sc3nc4ccccc4n3c2=O)cc(Br)c1OS(=O)(=O)c1ccc(C)cc1	15.0%
72	COC(=O)c1ccc2c(c1)C1C=CCC1C(c1cccc([N+](=O)[O-])c1)N2 (stereo unspecified)	45.0%
73	O=C1C2C3C=CC(C2C(=O)N1C1CCCCC1)C1C(=O)N(C2CCCCC2)C(=O)C31 (stereo unspecified)	2.0%
74	COc1cccc(C=C2C(=O)NC(=O)NC2=O)c1OCc1ccc(Cl)cc1Cl	3.0%
75	COc1ccc2c(oc(=O)c3ccccc32)c1C	4.0%

(listing goes on)
entry	mol	RNase H inhibition
76	CCn1c(-c2ccc([N+](=O)[O-])cc2)n[nH]c1=S	0.0%
77	Cc1ccccc1NC(=O)CN(c1cccc(Br)c1)S(=O)(=O)c1ccccc1	1.0%
78	CC(C)(C)c1cc(C(=O)NCC(=O)OCC(=O)c2ccc(Br)cc2)cc(C(C)(C)C)c1	9.0%
79	O=c1c(CN2CCN(Cc3ccccc3)CC2)coc2ccccc12	3.0%
80	COc1cccc(OCCOc2ccccc2/C=C2/SC(=S)N(c3ccccc3)C2=O)c1	8.0%
81	CCOc1ccccc1NC(=O)c1c(NC(=O)c2ccccc2Cl)sc2c1CCCC2	18.0%
82	COc1ccc2c(c1)c(C1N3CC4(C)CN1CC(C)(C3)C4=O)c(C)n2C (stereo unspecified)	6.0%
83	CC(C)c1nnc(NC(=O)Nc2ccccc2)s1	2.0%
84	CN(C)c1ccc(/C=C(\C#N)C(=O)Nc2ccc(F)cc2)cc1	6.0%
85	Cc1ccc(NC(=O)CSc2nnnn2-c2ccccc2F)cc1C	28.0%
86	O=C1NC(=Nc2ccc(O)cc2)S/C1=C\c1ccc(Cl)cc1	9.0%
87	COc1ccc(S(=O)(=O)N(CC(=O)N[C@@H]2C[C@H]3CC[C@@H]2C3)c2ccc(C)cc2)cc1OC	12.0%
88	Cc1c(Cl)c(=O)oc2c(C)c(OCCC(C)C)ccc12	15.0%
89	Cc1cc(C=C2C(=O)N(C)C(=S)N(C)C2=O)c(C)n1-c1ccc(C(=O)O)cc1	7.0%
90	CC12CC3(C)CC(C)(C1)CC(C(=O)NN)(C2)C3	5.0%
91	COc1ccc(OCCOc2ccc(C=C3C(=O)NC(=S)NC3=O)cc2)cc1	23.0%
92	O=C(N/N=C/c1cccc([N+](=O)[O-])c1)c1ccc(O)cc1O	6.0%
93	O=C(NC(c1ccccc1)c1c(O)ccc2ccccc12)c1ccc(Cl)cc1 (stereo unspecified)	18.0%
94	CN(/N=C\c1ccc(F)cc1)c1nc(-c2ccccc2)cc(-c2ccc(Br)cc2)n1	13.0%
95	CCOc1ccc(N2C(=O)NC(=O)/C(=C\c3cc(Br)ccc3OC)C2=O)cc1	8.0%
96	CCOC(=O)c1c(NC(=O)NN)sc2c1CCCC2	5.0%
97	O=C(COc1ccc(Br)cc1)Nc1cccnc1	14.0%
98	Cc1cc(C)c(NC(=O)c2ccc(Cl)c([N+](=O)[O-])c2)c(C)c1	8.0%
99	O=C(NCCCn1ccnc1)c1cc2c(ccc3ccccc32)oc1=O	2.0%
100	OCC1CCCCN1Cc1ccc(-c2ccccc2)cc1 (stereo unspecified)	9.0%
101	Cc1cc(OCC(O)CN2CCN(c3ccccc3)CC2)cc(C)c1Cl (stereo unspecified)	13.0%
102	CCCOc1ccc(CCc2n[nH]c(=S)n2-c2ccccc2)cc1	18.0%
103	CCC(CC)C(=O)Nc1ccc(S(=O)(=O)Nc2cnc3ccccc3n2)cc1	1.0%
104	O=C(COc1ccc([N+](=O)[O-])cc1)Oc1cccc2ccccc12	7.0%
105	CCOC(=O)C1=C(N)c2ccccc2CC1(C)C1CCCCC1 (stereo unspecified)	40.0%
106	COc1ccc2c(=O)c(-c3ccccc3OC)c(C(F)(F)F)oc2c1	9.0%
107	O=C(c1cc(Br)ccc1Cl)N1CCN(c2ccc([N+](=O)[O-])cc2)CC1	9.0%
108	Cc1cc(C)n(C(=O)C(C)Oc2ccc(Cl)cc2)n1 (stereo unspecified)	0.0%
109	O=C1CCC(c2ccccc2)N1C(=O)c1cccnc1 (stereo unspecified)	16.0%
110	Fc1ccc(CN2CCN(Cc3ccc4c(c3)OCO4)CC2)c(F)c1	6.0%
111	COc1ccc(C(=O)NC(=S)Nc2ncccc2C)cc1	9.0%
112	N/C(=N/c1nc2ccccc2o1)NC(=O)c1ccc(-c2ccccc2)cc1	15.0%
113	COc1ccc(C(=O)N2c3cc(C)ccc3C(Nc3ccc(C)cc3)CC2C)cc1 (stereo unspecified)	11.0%
114	CC(=O)N(c1ccccc1)c1c(F)c(F)c(F)c(F)c1F	6.0%
115	CCOC(=O)c1c(NC(=O)CCCOc2ccc(Cl)cc2C)sc(C)c1C	8.0%
116	Cc1ccc(S(=O)(=O)N2CCN(c3ccccc3)CC2)cc1[N+](=O)[O-]	6.0%
117	Cc1cc(C)cc(NC(=S)NC(=O)c2cccc(Cl)c2)c1	19.0%
118	CC(=O)COc1ccc2c3c(c(=O)oc2c1C)CCC3	0.0%
119	Cc1cc(OCC(=O)Nc2ccc(F)c([N+](=O)[O-])c2)ccc1Cl	8.0%
120	CCOc1ccccc1C=Nc1ccc(C(N)=O)cc1	0.0%
121	O=C(CSc1nc2sc3c(c2c(=O)[nH]1)CCCC3)NCc1ccccn1	6.0%
122	Cc1cc(C)cc(C(=O)c2ccccc2C(=O)O)c1	0.0%
123	N#CC1=C(N)Oc2c(ccc3ccccc23)C1c1ccc(F)c(Br)c1 (stereo unspecified)	32.0%
124	COc1ccccc1NC(=O)c1ccn(C(=O)c2cccc(I)c2)n1	0.0%
125	COc1ccccc1OCCOCCOc1cc(C)c(Cl)cc1C	18.0%
126	COc1ccccc1/C=N/n1cnnc1	15.0%

Records 101 to 104 from above:
entry	mol	RNase H inhibition
101	Cc1cc(OCC(O)CN2CCN(c3ccccc3)CC2)cc(C)c1Cl (stereo unspecified)	13.0%
102	CCCOc1ccc(CCc2n[nH]c(=S)n2-c2ccccc2)cc1	18.0%
103	CCC(CC)C(=O)Nc1ccc(S(=O)(=O)Nc2cnc3ccccc3n2)cc1	1.0%
104	O=C(COc1ccc([N+](=O)[O-])cc1)Oc1cccc2ccccc12	7.0%

These rows are one share of the data; rates above refer to the full screens.
